Compound activity: PubChem BioAssay, National Center for Advancing Translational Sciences (NCATS)
HCMV inh: human cytomegalovirus inhibition | 410,000 tested, 4.5% active | activity change, negative = inhibition, % at 57.5 µM | HFF cells, HCMV-luciferase reporter, 72 h; stronger effect = lower value; in the data active = activity change below about -60%; inconclusive = no clear call, values can overlap the other calls; inactive = above about -39%
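Inhibition of viral replication was scored as loss of reporter luminescence in HFFs infected with HCMV-luciferase (MOI 1 PFU/cell) for 72 h; compounds tested at 2 doses, normalized to buffer and Salinomycin controls.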
AMA1 RON2 block: disrupts binding of P. falciparum AMA1 to RON2 | AlphaScreen AMA1-biotinylated RON2 peptide binding | Potency, µM (titrated, usually from 58.2 µM), inactives show at the highest dose activity change, negative = inhibition, actives largely listed as inhibitors | 360,000 tested, 0.2% active; active = well fitted inhibition curve with a large enough effect; inconclusive = small, poorly fitted or top-dose-only effect; inactive = no such curve, though single readings can be large or run the other way;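 also: potency is read from the fitted curve at half-maximal effect; 0% = vehicle wells and -100% = peptide control; nearly all actives have a fitted effect of over 45% in size; some results filed as inactive show a strong effect at the top dose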
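AMA1 (3D7) with his tag at 25 nM final met compounds first, then biotinylated RON2 peptide at 25 nM; detection used donor plus acceptor beads, 10 µg/mL apiece, read by AlphaScreen after 30 min at room temperature.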
The depositor's hits bear a star; ? = inconclusive; [ ] = remark or other dose. Unless noted, % is scaled to controls: 0 for no effect and ±100 for the full control effect.

Fields – AMA1 RON2 block, HCMV inh
> CCCCC[C@@H](C)N1C[C@H](COCc2ccccc2)Oc2cc(N3CCC[C@H]3CO)ccc2S1(=O)=O
→ -14%, -23
> CCCS(=O)(=O)NC(=O)C1(C)CCCN(C(=O)c2ccncc2)C1 (stereo not given)
→ 3%, 5
> OC(c1cccnc1)c1nc(-c2ccc3c(c2)OCO3)cs1 (stereo not given)
→ 2%, -11
> O=C1c2ccccc2C(=O)N1C1(C(=O)NC2(C(=O)O)CCCC2)CCCC1
→ -14%, -36
> COc1ccc(NC(=O)c2cc(C3CCCCN3C(=O)c3ccc(Cl)cc3)on2)c(C)c1 (stereo not given)
→ 3%, -19
> CC1(C(=O)NS(=O)(=O)c2cccc(C#N)c2)CCN1C(=O)CC1CC1 (stereo not given)
→ -7%, -1
> O=C1NCN(c2ccccc2)C12CCN(C(c1cccc3ccccc13)c1nnnn1C1CCCCC1)CC2 (stereo not given)
→ -3%, 13
> c1ccc2n[nH]nc2c1
→ -4%, -29
> c1ccc2c(C(c3nnnn3-c3ccc4c(c3)OCCO4)N3CCCCC3)ccnc2c1 (stereo not given)
→ -9%, -13
> COc1ccccc1-n1cc(CN2CCc3onc(-c4ccc(Br)cc4)c3C2=O)nn1
→ -16%, -8
> COc1ccc(C(=O)Nc2ccc3[nH]ccc3c2)cc1OC
→ 17%, 312
> CCOC(=O)[C@]12CCC=C1N(CCC1=CCCCC1)C(=O)[C@H](CC(=O)NCCCN1CCCC1=O)C2
→ 3%, -4
> Cc1ccc(-c2nn(-c3ccccc3)cc2C(=O)Nc2cccc(S(=O)(=O)NC3=NCCC3)c2)cc1
→ 0%, 19
> O=C1c2cc(Cl)ccc2-c2c(O)cc(Cl)cc21
→ -22%, -16
> O=C(O)c1cccc2c1C(=O)N(c1ccc3c(c1)Cc1ccccc1-3)C2=O
→ -8%, -8
> Cc1ccc(S(=O)(=O)N2[C@@H](CCO)OC[C@H]2C(C)C)cc1
→ -2%, 34
> CCC(c1nnnn1-c1ccc2c(c1)OCCO2)N1CCN(C(=O)C2CCCO2)CC1 (stereo not given)
→ 1%, 6
> Nc1ccc(N=Nc2ccccc2O)c(N)c1
→ 0%, 79
> COCCNc1nc(NCc2ccccc2)nc2ccsc12
→ -1%, -61*
> Cc1ccc(S(=O)(=O)Nc2ccc3ccccc3c2)cc1
→ -3%, -19
> Nc1nc(Nc2ccccc2)nc2c1ncn2[C@@H]1O[C@H](CO)[C@@H](O)[C@H]1O
→ -17%, -37
> N#C/C(=C\c1cccn1S(=O)(=O)c1cccc(C#N)c1)S(=O)(=O)c1ccc(F)cc1
→ -24%, 3
> Cc1ccc(S(=O)(=O)N2C(c3ccccc3)CC(=O)C3CN(S(=O)(=O)c4ccc(Cl)cc4)C(c4ccccc4)CC32)cc1 (stereo not given)
→ -7%, -6
> C[C@@H]1CN([C@@H](C)CO)C(=O)CCCn2nncc2CO[C@H]1CN(C)C(=O)Nc1ccc2c(c1)OCO2
→ -1%, 25
> COc1ccccc1S(=O)(=O)N(C)C[C@@H]1OCc2cnnn2CCCC(=O)N([C@H](C)CO)C[C@@H]1C
→ 4%, -6
> Cc1cc(NC(=O)COC(=O)[C@H](Cc2ccccc2)NC(=O)c2ccco2)no1
→ -1%, -39
> O=C(NCc1ccc(F)cc1)c1cc(C2CCCN(C(=O)CCCc3ccccc3)C2)on1 (stereo not given)
→ -2%, 12
> O=C1NCN(c2ccccc2)C12CCN(C(c1ccccc1)c1nnnn1C1CCCC1)CC2 (stereo not given)
→ -4%, 12
> COc1ccccc1N1CCN(CC(=O)Nc2cc(C)nn2-c2nc(C)cc(C)n2)CC1
→ 16%, -24
> CC1C(c2cccs2)=[N+]([O-])C(C)(C(=O)c2ccc(F)cc2)N1O (stereo not given)
→ 45%[activator], -5

Part of the list above in another layout:
> O=C(NCc1ccc(F)cc1)c1cc(C2CCCN(C(=O)CCCc3ccccc3)C2)on1 (stereo not given)
  AMA1 RON2 block: -2%; HCMV inh: 12
> O=C1NCN(c2ccccc2)C12CCN(C(c1ccccc1)c1nnnn1C1CCCC1)CC2 (stereo not given)
  AMA1 RON2 block: -4%; HCMV inh: 12
> COc1ccccc1N1CCN(CC(=O)Nc2cc(C)nn2-c2nc(C)cc(C)n2)CC1
  AMA1 RON2 block: 16%; HCMV inh: -24
> CC1C(c2cccs2)=[N+]([O-])C(C)(C(=O)c2ccc(F)cc2)N1O (stereo not given)
  AMA1 RON2 block: 45%[activator]; HCMV inh: -5

Additional compounds
Fields – AMA1 RON2 block, HCMV inh
> COc1ccc(Cl)cc1Cn1c(C)c(C(=O)N(C)Cc2ccc(F)cc2)sc1=O
→ -1%, 36
> COc1ccc(N=[N+]([O-])c2ccc(OC)cc2)cc1
→ -8%, 4
> CCc1nc2ccc(C(=O)N(C)C(C)C)cn2c1N(CCC(C)C)CCN(C)C
→ 6%, 2
> O=C(C(c1ccccc1)C(O)(c1ccccc1)c1ccccc1)N1CCOCC1 (stereo not given)
→ 0%, -4
> CCOc1ccc2[nH]c(=O)c(CN(CCCN3CCOCC3)C(=O)Nc3ccc(F)cc3)cc2c1
→ -3%, -15
> COc1ccc(CCNC(=O)c2cc(-c3ccco3)nc3ccccc23)cc1
→ -10%, 48
> O=C(Nc1cccc(C(F)(F)F)c1)C1Cc2c(-c3ccco3)ccnc2O1 (stereo not given)
→ -18%, ?
> CCOC(=O)c1c(C)nsc1NC(=O)C1(C)CCN1C(=O)CC (stereo not given)
→ 1%, -32
> C=CCCC1(CC(C)C)C(=O)NC(=S)NC1=O
→ 24%, -10
> CCc1nc2ccc(C(=O)N3CCN(C(C)=O)CC3)cn2c1N(CC)C(=O)NCCc1ccccc1
→ 9%, 43
> CN(C)c1cccc(CN2CCN(c3ccccc3)CC2)c1
→ ?, 4
> O=C(CCCCC(=O)NN=Cc1ccc(Cl)cc1)NN=Cc1ccc(Cl)cc1
→ 15%, 5
> COc1ccccc1CNc1nc(NCCN2CCNC2=O)c2sccc2n1
→ -8%, -32
> O=C(Cc1ccc(NC(=O)C2CCN(C(=O)c3ccccc3)CC2)cc1)Nc1cccc(C(=O)N2CCCCC2)c1
→ -6%, 11
> O=P(CCc1ccccc1)(c1ccccc1)c1ccccc1
→ 11%, -1
> N#C/C(=C/C1=C(N2CCOCC2)C(=C/c2ccccc2)/CC1)C(=O)Nc1ccccc1F
→ -9%, -28
> CC(=O)Oc1ccccc1Cn1c(C)c(C(=O)NCCC#N)sc1=O
→ -1%, 5
> CCN(CC)CCNC(=O)c1nn(-c2ccc(Cl)cc2)c2c1CCc1cc(OC)ccc1-2
→ -22%, -25
> COc1cccc(-c2cc3nc(C)c(C)c(N4CCN(C(=O)c5ccoc5)CC4)n3n2)c1
→ 0%, -5
> Cc1ccccc1CN1C(=O)CSCC1(C)C(=O)NC(C)C (stereo not given)
→ 4%, -10
> C[C@H](CO)N1C[C@H](C)[C@H](CN(C)C(=O)Nc2ccnc(N3CCOCC3)c2)OCc2cnnn2CCCC1=O
→ 1%, 7
> O=C(Cc1ccc(NC(=O)C2CCN(C(=O)C3CCC3)CC2)cc1)Nc1cccc(C(=O)N2CCCC2)c1
→ -13%, 0
> CC(C)[C@H]1COCCS(=O)(=O)N1Cc1ccccc1
→ 5%, 3
> CCc1nc2ccc(C(=O)NC3CCN(Cc4ccccc4)CC3)cn2c1N(C)Cc1cc2ccccc2s1
→ -21%, -39
> Cc1ccc(-c2csc(N)n2)cc1
→ -5%, -33
> O=C(C1=C(O)C(=O)N(CCN2CCOCC2)C1c1ccccc1)c1cccs1 (stereo not given)
→ 53%[activator], -23
> CC(=O)N[C@H]1[C@H]([C@H](O)[C@H](O)CO)OC(C(=O)O)=C[C@@H]1O
→ 1%, 14
> C#CCOCCOCCOCCNc1nc(N2CCN(C(=O)Cn3cc(CC(C)O)nn3)CC2)nc(N2CCN(C(=O)[C@H]([C@@H](C)CC)n3cc(CCCCN)nn3)CC2)n1 (stereo not given in full)
→ -1%, -5
> Cc1cc(C)c2c(ccc3ccccc32)n1
→ 28%, -12
> C[C@@H]1CN([C@H](C)CO)C(=O)CCCn2nncc2CO[C@H]1CN(C)S(=O)(=O)c1ccc2ccccc2c1
→ 8%, -20
> CCOC(=O)[C@]12CCC=C1N(Cc1ccc(Cl)cc1Cl)C(=O)[C@H](CC(=O)N1CCOCC1)C2
→ -1%, 21
> O=C1CC(N2CCN(S(=O)(=O)c3ccccc3F)CC2)C(=O)N1c1ccccc1F (stereo not given)
→ 32µM*, 51
> CC(C(=O)O)n1cc(C#N)c(=O)[nH]c1=O (stereo not given)
→ -6%, -11
> COC(=O)[C@]1(Sc2ccc(C)cc2)CC(=O)N[C@@H]1c1ccccc1
→ -5%, -21
> CC(C)CC1OC(C)Cc2[nH][nH]c(=O)c21 (stereo not given)
→ -2%, -19
> Cc1cc(Cl)ccc1NC(=O)/N=C1/NC(=O)CS1
→ -2%, -15
> Cc1ccc(S(=O)(=O)Nc2ccc3c(c2)C(=O)N([C@@H](C)CO)C[C@@H](C)[C@@H](CN(C)S(=O)(=O)c2ccccc2)OCCCC[C@H](C)O3)cc1
→ -11%, -27
> CCOC(=O)C1(C)CCCN1C(=O)c1cc(F)ccc1C (stereo not given)
→ -1%, -14
> Cc1ccc(NC(=O)CN2C(=O)NC3(CCCCC3C)C2=O)cc1S(=O)(=O)N1CCOCC1 (stereo not given)
→ -2%, 168
> Cc1cc(C)c(NC(=O)CN2CCN(S(=O)(=O)c3ccc4c(c3)OCCO4)CC2)c(C)c1
→ 1%, 20
> COC(=O)[C@]12CCCCC=C1N(Cc1ccc(Cl)cc1Cl)C(=O)[C@H](CC(=O)N1CCCC1)C2
→ -14%, ?
> CN(CC1CCCN(CCc2ccccc2F)C1)C(=O)c1cc2ccccc2o1 (stereo not given)
→ -12%, ?
> CCOC(=O)C1=CCN(S(=O)(=O)c2ccc(F)cc2)C1c1ccc(C)cc1 (stereo not given)
→ -2%, -32
> CCCC1NC(=O)c2cc3ccccc3cc2-n2c1nc1cc(Cl)ccc1c2=O (stereo not given)
→ -2%, 20
> COC(=O)C1CC2=C(CCCC2=O)N(Cc2ccccc2)C1=O (stereo not given)
→ 3%, -14
> Cc1cc(C(=O)Nc2ccon2)ccc1[N+](=O)[O-]
→ -3%, 10
> O=C1CCC(c2ccccc2)N1c1ccccc1 (stereo not given)
→ -5%, -22
> COCCCN1C(=O)C(CC(=O)NCc2cccs2)CC(C(=O)N(C(C)C)C(C)C)=C1C (stereo not given)
→ -1%, 2
> O=C(CC(=O)c1cccs1)c1ccncc1
→ 33%[activator], 11
> Cc1ccc(S(=O)(=O)N2C[C@H]3C(=O)C[C@@H](c4ccccc4)N(S(=O)(=O)c4ccc(C)cc4)[C@H]3C[C@H]2c2ccc(Cl)cc2)cc1
→ 2%, -85*
> COc1ccccc1NC(=O)N(C)C[C@H]1OCc2cnnn2CCCC(=O)N([C@H](C)CO)C[C@H]1C
→ 7%, -4
> Cc1cccc(CN2[C@@H](CC(C)C)COCCS2(=O)=O)c1
→ 10%, -6
> CC(=O)NC(c1ccccc1)c1nc(-c2cccc(C(=O)O)c2)cs1 (stereo not given)
→ 1%, 31
> C[C@@H]1CN([C@@H](C)CO)C(=O)CCCn2nncc2CO[C@H]1CN(C)Cc1ccc2c(c1)OCO2
→ 4%, 21
> CCCCNC(=O)c1c(N)[nH]c(C(=O)c2ccccc2)c1-c1ccccn1
→ 9%, -10
> CC(C)n1c(CNC(=O)c2ccccc2F)nnc1SCC(=O)c1ccc(F)cc1
→ 18%, 0
> COc1ccccc1C(CNC(=O)c1cccc(S(=O)(=O)Nc2ccc(F)cc2)c1)N1CCCC1 (stereo not given)
→ -8%[11.6 µM], -7
> CC[C@@H](CO)NC(=O)[C@@H]1C=C2c3cccc4[nH]cc(c34)C[C@H]2N(C)C1
→ -4%, 3
> CSC(=Nc1ccccc1)N=C(SCc1ccccc1)N(C)C
→ 5%, -101*
> OCc1cccc[n+]1CCc1ccccc1
→ -9%, 48

Further structures follow:
Fields – AMA1 RON2 block, HCMV inh
> Cn1c(=O)c(S(=O)C2CCCCC2)c(O)c2ccccc21 (stereo not given)
→ -3%, 66
> CC(O)(c1cccnc1)c1nc(-c2ccc(S(C)(=O)=O)cc2)cs1 (stereo not given)
→ -7%, -30
> C[C@@H]1CN([C@@H](C)CO)C(=O)CCCn2nncc2CO[C@H]1CN(C)Cc1ccc2cccnc2c1
→ 1%, -6
> CC1CN(Cc2nc3c(c(=O)n(C)c(=O)n3C)n2CCCc2ccccc2)CC(C)O1 (stereo not given)
→ -10%, -6
> COCCNC(=O)C1(C)CCCN(Cc2ccc(OCc3ccccc3)cc2)C1 (stereo not given)
→ 0%, -18
> O=C1c2ccccc2C(=O)C12OC(c1ccccc1)C1(C(=O)c3ccccc3C1=O)C2c1ccc([N+](=O)[O-])cc1 (stereo not given)
→ -5%, 61
> Cc1ccn2cc(CCNS(=O)(=O)c3ccc4ccccc4c3)nc2c1
→ 0%, -20
> COc1ccccc1C(=O)N1CCN(C(=O)c2oc3c(C)c(C)ccc3c2C)CC1
→ -8%, -14
> CCCNC(=O)C1(C)CCN(C(=O)c2ccccc2OC)C1 (stereo not given)
→ 2%, -17
> O=C(NCc1cccs1)c1cccc2c(-c3ccc(F)c(F)c3)coc12
→ 8%, 9
> NC(Cc1ccc(C(F)(F)F)cc1)c1csc(Nc2ccccn2)n1 (stereo not given)
→ 107%[activator], -19

Only part of the results is shown; rates above refer to the full screens.
